From PubChem
IDH1 R132H inh: qHTS for Inhibitors of mutant isocitrate dehydrogenase 1 (IDH1): qHTS. IDH1-R132H enzyme, NADPH consumption, diaphorase/resazurin fluorescence. Potency, µM (doses to about 76.6 µM), for inactives: top-dose activity change, negative = inhibition, most hits filed as inhibitors. Isocitrate dehydrogenase [NADP] cytoplasmic (Homo sapiens), O75874. 390,000 tested, 0.093% active; also: potency is read from the fitted curve at half-maximal effect; % is scaled to controls: 0 for no effect and ±100 for the full control effect; nearly all actives have a fitted effect of over 65% in size
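IDH1-R132H (0.5 ug/mL) preincubated 30 min with compound, then NADPH (0.016 mM) and alpha-KG (2 mM) added; 80 min at RT, pH 7.5. Remaining NADPH coupled via diaphorase/resazurin to fluorescence (540/590 nm); concentration-response curves normalized to no-enzyme control.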
HP1b binding inh: HTS for Inhibitors of HP1-beta Chromodomain Interactions with Methylated Histone Tails; AlphaScreen HP1-beta / biotin-H3K9me3 peptide binding; Potency, µM (top dose mostly 114 µM), without a hit: top-dose activity change, negative = inhibition, most hits filed as inhibitors; 390,000 tested, 0.56% active; also: potency is read from the fitted curve at half-maximal effect; nearly all actives have a fitted effect of over 70% in size; inactives centre near 23
Target sequence (P83916 whole entry, looked up): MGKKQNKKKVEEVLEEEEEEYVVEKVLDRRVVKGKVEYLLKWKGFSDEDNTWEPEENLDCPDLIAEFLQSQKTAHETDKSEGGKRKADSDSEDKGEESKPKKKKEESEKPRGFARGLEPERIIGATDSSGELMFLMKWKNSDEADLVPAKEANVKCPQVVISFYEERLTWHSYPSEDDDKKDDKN
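AlphaScreen: HP1-beta (50 nM) preformed 30 min with biotin-H3(1-18)K9me3 peptide (50 nM) in PBS pH 7.4, 0.01% Tween-20. Compound added for 30 min at RT, then streptavidin donor/nickel chelate acceptor beads (10 ug/mL) for 30 min.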
Pin1 inh: qHTS Assay to Find Inhibitors of Pin1; Peptidyl-prolyl cis-trans isomerase NIMA-interacting 1 (Homo sapiens), Q13526; Pin1 FP peptide displacement, HiFluor488, 10 min; Potency, µM (doses to about 115 µM), for inactives: at the top dose activity, negative = inhibition, hits mostly inhibitors; 390,000 tested, 0.009% active; AID 504891, 2011; active = well fitted inhibition curve with a large enough effect in the polarisation, with a control signal flat, not every such curve was filed as active; inconclusive = small, poorly fitted or top-dose-only effect, or effect the other way, or a change in a side signal; inactive = no such curve, though single readings can be large or run the other way; the % refers to the polarisation; also: potency is read from the fitted curve at half-maximal effect; % is scaled to controls: 0 for no effect and ±100 for the full control effect
Target sequence (Q13526 whole entry, looked up): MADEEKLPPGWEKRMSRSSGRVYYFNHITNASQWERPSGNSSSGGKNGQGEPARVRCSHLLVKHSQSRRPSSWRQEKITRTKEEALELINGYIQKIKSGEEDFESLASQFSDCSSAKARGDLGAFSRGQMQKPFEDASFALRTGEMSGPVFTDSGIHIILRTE
TrxR1 inh: qHTS Assay for Inhibitors of Mammalian Selenoprotein Thioredoxin Reductase 1 (TrxR1): qHTS; recombinant rTrxR1, NADPH fluorescence consumption, selenite substrate; Potency, µM (series often up to 114 µM), without a hit: at the top dose activity change, negative = inhibition, usual class: inhibitors; 390,000 tested, 1% active; AID 588453, 2011; also: potency is read from the fitted curve at half-maximal effect; % is scaled to controls: 0 for no effect and ±100 for the full control effect; nearly all actives have a fitted effect of over 65% in size
Target sequence (O89049 whole entry, looked up): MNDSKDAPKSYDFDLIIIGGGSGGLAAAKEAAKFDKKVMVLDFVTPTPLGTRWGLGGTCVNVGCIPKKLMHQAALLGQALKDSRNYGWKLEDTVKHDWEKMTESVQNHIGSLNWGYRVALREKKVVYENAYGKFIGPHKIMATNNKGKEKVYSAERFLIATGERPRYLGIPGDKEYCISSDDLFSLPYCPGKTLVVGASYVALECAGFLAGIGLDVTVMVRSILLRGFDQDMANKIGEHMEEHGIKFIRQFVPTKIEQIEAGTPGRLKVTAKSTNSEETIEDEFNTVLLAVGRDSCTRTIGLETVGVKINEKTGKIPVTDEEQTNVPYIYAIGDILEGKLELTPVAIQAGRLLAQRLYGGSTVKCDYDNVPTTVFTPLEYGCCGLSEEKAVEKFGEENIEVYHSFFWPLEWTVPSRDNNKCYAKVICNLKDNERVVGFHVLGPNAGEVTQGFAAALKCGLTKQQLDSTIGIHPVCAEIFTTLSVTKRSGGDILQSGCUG
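Rat TrxR1 (90 nM in the dispensed reagent) was pre-reduced with 400 uM NADPH for 5 min at room temperature, then incubated with compound for 15 min. After 400 uM selenite was added, NADPH fluorescence (Ex 340/Em 450 nm) was followed for 8 min.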
PI4K2A inh: qHTS for small molecular inhibitors of PI4K2A; Phosphatidylinositol 4-kinase type 2-alpha (Homo sapiens), Q9BTU6; purified PI4K2A, ADP-Glo luminescence, 1 h; hits give low values; activity change, negative = inhibition, % at 76.9 µM; 420,000 tested, 0.13% active; in the data active = activity change below about -50%; inconclusive = mostly about -30% to -49%;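 also: -100% = wells without enzyme as full effect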
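ADP-Glo luminescence measured ADP generated by PI4K2A enzyme (4 ug/mL before mixing) with 1.2 mM PI substrate (pre-mix) and 300 microM ATP (pre-mix). Tris pH7.5 buffer with MgCl2, Triton X-100; 1 h reaction at ambient temperature.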
Tb PGK inh: qHTS Assay to Find Inhibitors of Phosphoglycerate Kinase. Phosphoglycerate kinase, glycosomal (Trypanosoma brucei brucei), P07378. PGK/GAPDH coupled, Kinase-Glo luminescence, 60 min. Potency, µM (series often up to 57.5 µM), for inactives: at the top dose activity change, negative = inhibition, most hits filed as inhibitors. 380,000 tested, 0.043% active. AID 602233, 2012; also: potency is read from the fitted curve at half-maximal effect; % is scaled to controls: 0 for no effect and ±100 for the full control effect; nearly all actives have a fitted effect of over 60% in size
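Luminescent ATP detection (Kinase-Glo Plus) follows a 60-minute room-temperature incubation, with wells lacking PGK as controls. Buffer: 100 mM TEA (pH 7.6), 5 mM MgCl2, 0.01% Tween-20. Coupling enzyme GAPDH (100 nM final) supplies unstable 1,3-BPG in-well.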
TrxR1 substrate: qHTS Assay for Substrates of Mammalian Selenoprotein Thioredoxin Reductase 1 (TrxR1): qHTS; Thioredoxin reductase 1, cytoplasmic (Rattus norvegicus), O89049; purified TrxR1 substrate turnover, NADPH consumption readout; Potency, µM (top dose mostly 114 µM), inactives show top-dose activity change, negative = substrate turnover; 390,000 tested, 0.01% active; also: potency is read from the fitted curve at half-maximal effect; % is scaled to controls: 0 for no effect and ±100 for the full control effect; nearly all actives have a fitted effect of over 50% in size
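Rat TrxR1, dispensed at 90 nM, was prereduced with 400 uM NADPH (final) for 5 min at ~22 deg C, then incubated with compound 15 min before 400 uM selenite. A first-read NADPH fluorescence drop versus no-compound background flagged substrates.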
GLS inh: qHTS for Inhibitors of Glutaminase (GLS) | GLS enzymatic activity, qHTS titration | Potency, µM (highest dose often 45.5 µM), for the others: at the top dose activity change, negative = inhibition, most hits filed as inhibitors | AID 624170, 2012 | 410,000 tested, 0.21% active | Glutaminase kidney isoform, mitochondrial (Homo sapiens), O94925; also: potency is read from the fitted curve at half-maximal effect; % is scaled to controls: 0 for no effect and ±100 for the full control effect
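hKGA; 45 mM KH2PO4 pH 8.2 + 0.02% Tween-20; cpd via pin tool; 1 mM Gln soln; GluOx/HRP/Amplex Red; RT 30 min; fluor. t0 & final.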
USP1 inh: Inhibitors of USP1/UAF1: Primary Screen | Potency, µM (top dose mostly 57.1 µM), without a hit: at the top dose activity change, negative = inhibition, most hits filed as inhibitors | 390,000 tested, 0.23% active | recombinant USP1/UAF1, Ub-Rhodamine cleavage fluorescence; also: potency is read from the fitted curve at half-maximal effect; % is scaled to controls: 0 for no effect and ±100 for the full control effect; nearly all actives have a fitted effect of over 60% in size; inactives centre near -12
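USP1/UAF1 complex at 1 nM was preincubated with compound for 15 min at room temperature, then Ub-Rho substrate (150nM final) was added. Fluorescence (480/540 nm) was read kinetically, 6 reads every 60 seconds.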
An asterisk follows results filed as active; i = inactive; ? = inconclusive; . = not tested or not shown; & = joins results of further samples; [ ] = another dose, or the depositor's remark. Unless noted, calls follow the shape of the dose curve; as a rule, active = well fitted curve in the direction sought with a large enough effect; inconclusive = small, poorly fitted or top-dose-only effect, or another doubt; inactive = no such curve, though single readings can be large; an effect the other way counts as inactive or inconclusive. A portion of the library; count on the stated rates, not on these rows.

Every second line gives: IDH1 R132H inh	HP1b binding inh	Pin1 inh	TrxR1 inh	PI4K2A inh	Tb PGK inh	TrxR1 substrate	GLS inh	USP1 inh
1. COc1cc(C2C(C#N)=C(N)N(N(C)C)C3=C2C(=O)CC(C)(C)C3)cc(OC)c1OC (stereo unspecified)
    7.8%	-13.5%	3.2%	-15.9%	1.9	-0.7%	-7.2%	1.3%	-12.9%
2. CN(C)S(=O)(=O)c1ccc(C(=O)Nc2ccccc2OC(F)(F)C(F)F)cc1
    0.5%	12.7%	1.4%	13.1%	3.5	-5.7%	-12.6%	4.8%	0.1%
3. O=C(NCC(=O)N(c1ccc(Cl)cc1)C(C(=O)NC1CCCC1)c1ccncc1)c1ccco1 (stereo unspecified)
    3.2%	0.2%	-6.0%	24.9%[0.0914 µM]	2.2	-5.0%	-0.1%	4.0%	-5.6%
4. COc1cc(C2NC(=O)CCC2[N+](=O)[O-])cc(OC)c1OC (stereo unspecified)
    24.9%	30.3%	-0.9%	-7.6%	3.1	-2.3%	-1.7%	-8.2%	-16.7%
5. O=C(Cc1ccc(S(=O)(=O)N2CCOCC2)s1)N1CCN(S(=O)(=O)c2ccccc2F)CC1
    -16.4%	17.4%	6.0%	15.7%	3.1	0.0%	-0.2%	0.4%	-11.9%
6. CCOC(=O)C1CCN(C(=O)c2cccc(S(=O)(=O)N3c4ccccc4CC3C)c2)CC1 (stereo unspecified)
    -0.3%	48.8%[activator]	7.5%	-0.1%	7.3	-5.6%	3.0%	-8.9%	-2.4%
7. CC(=O)c1ccc(NS(=O)(=O)c2cccc3cccnc23)cc1
    0.2%	.	.	.	2.1	-0.2%	.	0.2%	?
8. CN1CCN(S(=O)(=O)c2ccc(NC(=O)c3ccc(Br)s3)cc2)CC1
    2.0%	5.3%	-0.9%	4.5%	-4.0	9.1%	-4.8%	-0.9%	1.7%
9. Cc1ccc(C)c(C(=O)CN2C(=O)NC3(CCC(C)CC3)C2=O)c1 (stereo unspecified)
    3.4%	8.5%	2.3%	14.0%[57.1 µM]	1.9	-8.3%	1.9%[57.1 µM]	-18.3%	-1.8%
10. N=c1c(C(=O)NCc2ccco2)cc2c(=O)n3ccccc3nc2n1CCc1ccccc1
    1.9%	21.8%	9.0%	-23.4%	-7.8	-1.3%	143.8%[activator]	-12.9%	-21.3%

Next part:
Every second line gives: IDH1 R132H inh	HP1b binding inh	Pin1 inh	TrxR1 inh	PI4K2A inh	Tb PGK inh	TrxR1 substrate	GLS inh	USP1 inh
11. O=C(NC1CCCc2ccccc21)c1cc(F)cc(F)c1 (stereo unspecified)
    5.8%	-16.7%	2.1%	16.4%	4.2	-1.9%	2.6%	-9.2%	-22.3%
12. N#CC1(C#N)C(c2ccccc2)OC23CCCCCC2C1(C#N)C(=N)O3 (stereo unspecified)
    -0.2%	22.1%	?	?	0.9	-4.4%	91.8%[activator]	24.4%	-4.3%
13. COc1ccc([C@H]2CC(=O)C=C(c3cccc(CO)c3)C2)cc1
    4.4%	57.4%[activator]	3.4%	10.9%	3.7	-2.0%	1.2%	0.8%	-18.7%
14. CCCn1c(SCC(=O)Nc2ccc(Cl)cc2)n[nH]c1=O
    2.0%	32.2%	-5.4%	13.8%[57.1 µM]	-1.2	i	6.3%[57.1 µM]	-0.2%	-5.3%
15. CC1CCC(NC(=O)c2ccc3snnc3c2)CC1 (stereo unspecified)
    -0.8%	33.1%[activator]	-2.8%	48.9%[activator]	-1.5	-1.4%	8.7%	-2.3%	-7.6%
16. COc1ccccc1NC(=O)CN1C(=O)C(C)(C)c2ccccc21
    21.3%	29.9%[57 µM]	0.5%	27.2%[57.1 µM]	6.6	-9.1%	3.9%[57.1 µM]	1.2%	-15.8%
17. CCOC(=O)c1cnc2c(Cl)cc(Cl)cc2c1NCCOCCO
    5.9%	27.8%	0.3%	11.9%	-1.2	-5.6%	11.3%	9.9%	-16.7%
18. CC(C)OCCCNC(=S)Nc1ccc2nc3n(c(=O)c2c1)CCCCC3
    4.0%	38.8%	-12.1%	?	-0.4	-3.5%	-22.0%	-7.4%	-30.9%
19. Cc1ccc(-c2c(C)n([O-])c3c([n+]2=O)CCCC3)cc1
    4.6%	1.6%	-14.9%	13.4%[57.1 µM]	-6.1	-5.5%	-7.2%	-0.9%	2.1%
20. CCc1nnc(NC(=O)c2ccc(OC)cc2OC)s1
    6.5%	3.6%	1.8%	22.9%	-0.3	.	6.2%	-4.7%	0.5%

Following part
Every second line gives: IDH1 R132H inh	HP1b binding inh	Pin1 inh	TrxR1 inh	PI4K2A inh	Tb PGK inh	TrxR1 substrate	GLS inh	USP1 inh
21. O=C1Nc2ccc([N+](=O)[O-])cc2OC1CCN1CCN(Cc2ccc3c(c2)OCO3)CC1 (stereo unspecified)
    6.0%	-9.9%	2.3%	10.3%[57.1 µM]	-3.0	-2.2%	4.9%[57.1 µM]	2.4%	-17.9%
22. O=C(CN(c1ccccc1)S(=O)(=O)c1ccccc1)Nc1ccc(F)cc1
    8.6%	40.9%[activator]	-4.9%	-4.3%	-2.8	-9.5%	-7.2%	-8.7%	-25.1%
23. COc1ccc(C2C(C(=O)N3CCN(c4ccccc4)CC3)c3ccccc3C(=O)N2C)cc1 (stereo unspecified)
    4.8%	26.2%	1.7%	4.9%	0.8	i	-3.9%	28.2%	-9.9%
24. O=Cc1ccc(-n2cccn2)cc1
    -21.1%	33.2%	2.2%	6.4%	2.9	0.0%	-5.3%	0.3%	-20.3%
25. COc1cc(Nc2nc(SCc3ccccc3F)nc3ccccc23)cc(OC)c1
    14.4%	130.9%[activator]	4.0%	6.3%[57.1 µM]	-5.9	i	1.4%[57.1 µM]	1.2%	-10.6%
26. CC(=O)C[C@@H](O)CC(=O)[C@@H]1OC(=O)[C@H](C)C/C=C\Cc2ccccc21
    16.9%	20.6%	11.2%	-1.1%[57.1 µM]	0.7	-9.4%	2.1%[57.1 µM]	1.4%	-6.1%
27. CC(C)C[C@H](NC(=O)OC(C)(C)C)c1nnc(SCc2ccccc2)o1
    9.6%	52.2%[activator]	-8.5%	12.0%	-0.8	-7.1%	-7.3%	-4.7%	-12.1%
28. CCOC(=O)C(=CNc1ccc2c(c1)nnn2-c1ccc(Cl)cc1)C(=O)OCC
    2.1%	12.5%	11.1%	29.5%[57.1 µM]	-3.5	-2.1%	38.3%	-4.4%	-18.6%
29. COc1ccc(C(CNC(=O)CCNS(=O)(=O)c2ccc(Br)cc2)N2CCOCC2)cc1 (stereo unspecified)
    -5.6%	32.2%	0.2%	10.3%	0.4	7.1%	5.1%	5.4%	-11.0%
30. Cc1ccc(S(=O)(=O)NC(=O)Nc2ccc(C)cc2C)cc1
    8.4%	12.6%	-1.5%	36.9%	-6.9	-2.8%	12.1%	0.9%	-6.7%

Next section
Every second line gives: IDH1 R132H inh	HP1b binding inh	Pin1 inh	TrxR1 inh	PI4K2A inh	Tb PGK inh	TrxR1 substrate	GLS inh	USP1 inh
31. CNC(=O)c1ccc(Nc2nnc(-c3ccc(C)c(S(=O)(=O)N(C)C)c3)c3ccccc23)cc1
    -5.8%	24.0%	68.5%[activator]	-0.3%	-0.1	i	-2.0%	5.2%	-21.0%
32. CC(=O)[C@@]1(O)CC[C@H]2[C@@H]3C[C@H](C)C4=CC(=O)C=C[C@]4(C)[C@@]3(F)[C@@H](O)C[C@@]21C
    -14.9%	3.6%	?	-22.8%	1.9&-2.2	-1.2%	-6.1%	2.6%	10.7%
33. Cc1nn(C(C)C(=O)NCc2cccc(F)c2)c(=O)c2c1sc1ccccc12 (stereo unspecified)
    -21.3%	3.5%	18.1%	24.6%	-0.1	9.8%	29.8%	0.2%	-18.5%
34. COc1ccccc1NS(=O)(=O)c1ccc(NC(C)=O)cc1
    9.5%	34.1%	-4.2%	7.3%	0.0	-5.6%	8.4%[57.1 µM]	10.1%	-15.2%
35. COc1ccc(NC(=O)COc2coc(CN3CCN(c4ccccc4)CC3)cc2=O)cc1
    -1.4%	9.1%	-6.6%	3.6%	-1.3	3.5%	2.9%	21.5%	-2.1%
36. CCN1C(=O)Cc2cc(S(=O)(=O)NCCc3ccccc3)ccc21
    -11.1%	-0.8%	-4.5%	2.4%	-0.8	-1.4%	-3.1%	10.1%	-25.1%
37. CCC1(CC)NC(=O)N(CC(=O)OCc2nc3cc(C(=O)OC)ccc3c(=O)[nH]2)C1=O
    0.5%	28.2%	-1.1%	8.0%	-2.6	-2.9%	18.6%	2.7%	-16.3%
